human PMI inhibition = inhibitors of human PMI, primary screen, biochemical, fluorescence intensity, coupled assay (AID 1209) | purified PMI enzyme, coupled fluorescence intensity; higher % means a stronger effect | Mannose-6-phosphate isomerase (Homo sapiens) | inhibition, % at 20 µM; hits with a dose series show IC50 in µM | 0.42% of 190,000 active;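 further: plate controls were DMSO vehicle for no effect and wells lacking substrate for full effect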
human PMI inhibitors = human PMI inhibitors, high substrate, primary screen, biochemical, fluorescence intensity, high mannose 6-phosphate (AID 1220). Mannose-6-phosphate isomerase (Homo sapiens). recombinant PMI enzyme, coupled fluorescence intensity; higher % means a stronger effect. inhibition, % at 20 µM, or IC50 in µM where a hit was titrated. 0.66% of 190,000 active
MT stabilizer = microtubule stabilizers in HeLa cells, primary screen, imaging, high-content imaging; HeLa tubulin immunostaining HCS, 24 h; share of cells brighter than vehicle mean+2SD; % tubulin-high responders, % at 10 µM; 0.83% of 200,000 active; AID 2205, 2009;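 active means plate Z-score above 3 for both tubulin-high and condensed-nucleus cell shares, with cell loss under 80%, at 10 µM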;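 further: anti alpha tubulin signal scored within the nucleus-defined area of each cell; some results filed as inactive read as strong as hits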
Autophagy HCS = autophagy modulators in MEF cells, primary screen, imaging, high-content, MEF GFP-LC3 | MEF GFP-LC3 puncta imaging; test concentration mostly 10 µM | calls only at 10 µM (by protocol) | 0.98% of 190,000 active | AID 463193, 2010;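 active means percentage of spot-positive cells more than 3 SD above its plate mean, without a fluorescence outlier flag or 80% toxicity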;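 further: spot-positive cell cutoff set from DMSO-treated cells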
bCat nuc transl = modulators of beta-catenin nuclear translocation, primary screen, imaging, HeLa cells, immunofluorescence, high-content. nuclear translocation activity, % at 5 µM. 0.3% of 190,000 active;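 active means nuclear translocation activity above 50% at 5 µM, with a well cell count of 50 or more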;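 further: per-cell ratio of nuclear to cytoplasmic median beta-catenin stain intensity; plate controls were DMSO negative control for no effect and GSK-3 inhibitor IX positive control for full effect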
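Technique: fluorescence imaging of beta-catenin antibody stain plus DAPI / Material: human HeLa cell line / Incubation: compound treatment 24 h, 37°C, 5% CO2 / Read-out basis: % activation of per-cell nuclear versus cytoplasmic median beta-catenin signal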
Ins promoter up = insulin promoter activators in MIN6 cells, imaging, high-content screening, mouse beta cells; AID 1625, 2009; 0.3% of 190,000 active; z-score at 5 µM; MIN6 insulin promoter-GFP reporter; active compounds read high;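 active means z-score above 3 at 5 µM with at least 500 cells counted in the well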
Hep lipid drop = inhibitors of hepatocyte lipid droplet formation, primary screen, imaging, high-throughput imaging, BODIPY stain. AML12 mouse hepatocytes, oleate lipid droplets. inhibition, % at 6.5 µM. 0.4% of 240,000 active. AID 1656, 2009;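 active means lipid droplet intensity inhibited by at least 50%, with more than 500 cells counted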
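Assay system: AML12 mouse liver cells | Compound dosing: One dose, 6.5 µM compound | Read-out basis: Droplet intensity reduction, % inhibition | Measured by: Fluorescence imaging, 20x objective, two fields per well | Schedule: Overnight treatment with compound plus oleate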
TNAP activation fold = human TNAP enzyme activators, primary screen, biochemical, luminescent, no phosphate acceptor, uHTS (AID 1001). Alkaline phosphatase, tissue-nonspecific isozyme (Homo sapiens). purified TNAP, luminescent activation assay, no phosphate acceptor; higher activation fold means a stronger effect. activation fold at 20 µM; hits with a dose series show EC50 in µM. 0.03% of 200,000 active; in the data active means activation fold from about 3, or a potency from the dose series; inactive means the rest, 99 in 100 with activation fold below about 1.6; further: many of its hits are not listed in these tables
T cell HTS = modulators of CD8 T cell-vesicle binding, primary screen, mouse 2C CD8+ T cells, flow cytometry | calls only at 7 µM | AID 2052, 2009 | 0.068% of 330,000 active | 2C CD8+ T cell-vesicle binding; active compounds read low;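 active means response, share of CD8 T cells binding vesicles, and their 90th percentile fluorescence all below set limits, cut at about 80% in these data, passing the limit was not always enough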
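Incubation: binding step 1.5 h, 37 °C, antibody labelling 20 min, ice; system: murine 2C transgenic CD8+ T lymphocytes; technique: cytometric PE anti-B7-1 and Alexa647 anti-CD8 signals after 1% paraformaldehyde fixation; also added: QL9-charged Drosophila Ld/ICAM-1/B7-1 vesicles; control set: naked versus QL9-loaded vesicles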
Ins promoter up cell count = also measured in Ins promoter up; calls as there; cell count; measured here: cytotoxicity, nuclei count;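 total cells summed across four imaged fields per well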
Hep lipid drop cells 6.5 µM = also measured in Hep lipid drop; calls as there; cell count; measured here: cell count, cytotoxicity flag;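 cells counted across two imaged fields per well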
bCat nuc transl cell count 5 µM = further read-out of bCat nuc transl, marked with its call; cell count; measured here: cell count, cytotoxicity flag
T cell HTS vesicle-bound % = recorded beside T cell HTS, whose call it bears; double positive events, %; measured here: CD8+ vesicle-bound cell fraction;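 binding gate set so that unloaded-vesicle control wells show 10% double positive cells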
MT stabilizer Hoechst-high % = also measured in MT stabilizer; calls as there; % Hoechst-high responders; measured here: nuclear condensation Hoechst responders;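 share of cells brighter than vehicle mean plus two SD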
MT stabilizer cytotoxicity % = second read-out of MT stabilizer, no call of its own (marks repeat the call); toxicity, %; measured here: cytotoxicity by cell density;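 0% = mean cell density of plate MIN control wells and 100% = no cells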
Autophagy HCS cell loss 18 h = also measured in Autophagy HCS; calls as there; toxicity, %; measured here: cell loss, nuclei count;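 cell loss after 18 h compound exposure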
* = called active by the depositor; i = inactive; nt = no result given. Unless noted, no stated cut-off is given here; in the data, active means inhibition above about 50%; inactive means the rest. Outcome played no part in choosing rows. Share with any hit: about 2.9%.

SMILES	human PMI inhibition	human PMI inhibitors	MT stabilizer	MT stabilizer Hoechst-high %	MT stabilizer cytotoxicity %	Autophagy HCS	Autophagy HCS cell loss 18 h	bCat nuc transl	bCat nuc transl cell count 5 µM	Ins promoter up	Ins promoter up cell count	Hep lipid drop	Hep lipid drop cells 6.5 µM	TNAP activation fold	T cell HTS	T cell HTS vesicle-bound %
O=C(COC(=O)C1(c2ccc(F)cc2)CCCC1)Nc1ncc(C(F)(F)F)cc1Cl	24%	18%	3.5	1.8	3.0	i	15	-0.9	1054	0.54	1525	13	687	1	i	53
O=C(O)CCc1ccc(S(=O)(=O)N2CCOCC2)cc1	-6%	-8%	2.9	2.0	8.1	i	-5	0.5	1089	0.28	818	-1	828	1	i	44
CC(=O)NC(Cc1cccc(F)c1)C(=O)NC1CCN(C(=O)c2cccc(C)c2)CC1 (stereo not given)	3%	-2%	3.5	2.4	10	i	13	0.2	1521	-0.18	1618	-7	696	1	i	52
Cn1c(NC(=O)c2ccccc2C(F)(F)F)cc(=O)n(C)c1=O	7%	8%	5.9	2.8	0.8	i	-4	-1.2	1070	0.77	1874	-4	710	1.1	i	44
CC(Nc1cc(N2CCCC2)ccc1[N+](=O)[O-])c1ccccc1 (stereo not given)	12%	19%	0.5	1.6	7.3	i	4	0.0	1358	-0.12	1507	nt	nt	1	i	37
O=C1C(CCCNC(=S)NCc2ccccc2)NC(=S)N1Cc1ccccc1 (stereo not given)	-8%	-10%	1.0	4.9	10	i	-2	5.0	455	-0.08	1160	-10	633	1	i	28
Cc1ccccc1COc1ccc(/C(O)=C2/C(=O)C(=O)N(CCCn3ccnc3)C2c2ccco2)cc1 (stereo not given)	-6%	3%	nt	nt	nt	nt	nt	-7.5	1020	0.23	1243	nt	nt	1	i	10
O=C(CNc1ccc(F)cc1)N/N=C1\CCCc2ccccc21	3%	13%	2.6	1.9	12	i	-14	-1.7	1081	1	1223	2	666	1.1	i	49
CCOC(=O)C(NC(=O)c1ccccc1)(OCC1(CC)COC1)C(F)(F)F (stereo not given)	-6%	-7%	3.6	1.5	10	i	-1	nt	nt	nt	nt	-47	693	1.1	i	58
CCN(CCO)Cc1cn[nH]c1-c1ccc(C)c(C)c1	1%	-7%	3.7	3.3	12	i	11	-8.2	977	-1.7	1246	nt	nt	1.1	i	52
O=C(c1ccc(-c2ccccc2)c(F)c1)C1CCCN(C(=O)c2cncs2)C1 (stereo not given)	20%	8%	3.6	2.4	4.8	i	-35	0.1	987	-1.3	1475	12	686	1	i	52
O=C(CN1C(=O)CCC1=O)Nc1nc(-c2ccc3ccccc3c2)cs1	-5%	-2%	1.5	1.7	0.1	i	21	-1.7	978	-0.93	1553	18	710	1.1	i	31
NC(=O)NC(CC(=O)NCCCc1ccccc1)c1ccccc1Cl (stereo not given)	-2%	-2%	3.3	1.5	4.8	i	14	-1.5	1201	-0.97	1223	1	714	1.1	i	4
Cc1c(C(=O)N2CCCC2)sc(NC(=O)c2cccc(Cl)c2)c1C#N	9%	-2%	1.4	1.4	2.3	i	0	-1.5	1197	0.35	948	-2	770	1.1	i	19
C/C(=N/NC(=O)c1cc(-c2cccc([N+](=O)[O-])c2)n[nH]1)c1cccc(O)c1	nt	nt	nt	nt	nt	nt	nt	0.1	1411	0.23	1480	0	719	nt	i	60
O=C(Nc1c(F)cc(F)cc1Br)c1cc2nc(C(F)F)cc(C(F)F)n2n1	19%	18%	2.6	1.3	9.4	i	0	-0.6	1068	0.1	1659	-2	618	1.1	i	28
CCCCNC(=O)CCCn1c(=S)[nH]c2cc3c(cc2c1=O)OCO3	8%	6%	3.3	1.9	10	i	9	-5.6	1022	1.1	1251	nt	nt	1.1	i	24
NNC(=O)CN1C(c2cccc(Cl)c2)=Nc2ccc(Br)cc2C1c1ccccc1 (stereo not given)	1%	5%	4.3	1.6	7.5	i	-18	3.8	1432	0.02	1529	nt	nt	1.1	i	40
O=C(CSc1nnc(Cc2ccc3c(c2)OCO3)n1C1CCCCC1)NC1CCCC1	-9%	-7%	2.9	2.2	2.6	i	-11	-0.3	1168	nt	nt	-2	693	1	i	50
COc1cccc(S(=O)(=O)Nc2cccc(C(=O)N3CCCCCC3)c2)c1	-5%	-1%	8.2	2.3	6.7	i	6	-1.0	554	-0.09	1352	-4	697	1.1	i	29
O=C1CC(=Nc2ccccc2)NN1c1ccccc1	-12%	-14%	2.2	1.1	9.9	i	-17	nt	nt	nt	nt	nt	nt	1	i	32
O=C(C[n+]1ccc(C(=O)N/N=C/c2ccc(OCc3ccccc3)cc2)cc1)c1ccccc1	-55%	-75%	1.9	0.7	6.0	i	-6	-12	1100	nt	nt	8	786	0.8	i	29
CC1CCCN(C(c2ccccc2)c2sc3ncnn3c2O)C1 (stereo not given)	3%	-1%	5.2	1.6	12	i	2	-0.7	1055	-0.02	1272	2	648	1	i	13
COc1ccccc1NC(=O)c1ccc(NS(=O)(=O)c2c(C)noc2C)cc1	3%	3%	1.8	1.7	7.9	i	-11	-3.4	953	0.36	1551	nt	nt	1.1	i	48
Cc1ccc2c(CC(=O)Nc3ccc(N4CCN(C)CC4)cc3C)coc2c1	-3%	9%	2.9	2.0	6.8	i	1	-1.0	920	-2.7	879	nt	nt	1	i	31
O=C(/C=C/c1ccco1)NCC1(c2ccccc2)CCCC1	13%	2%	1.5	3.2	13	i	-3	-0.4	940	-0.14	2404	0	633	1.2	i	44
Cc1ccc2[nH]c(=O)c(C(c3nnnn3C3CCCC3)N3CCCc4ccccc43)cc2c1 (stereo not given)	57%*	61%*	2.6	2.1	11	i	-2	-0.7	1128	-0.78	584	-9	749	1	i	27
COc1ccc2cc(CN(Cc3ccco3)C(c3nnnn3C3CCCCC3)C(C)C)c(=O)[nH]c2c1 (stereo not given)	11%	2%	1.4	2.0	11	i	2	nt	nt	nt	nt	-10	680	1.1	i	36
COc1cc(C)nc(N2CCCC(C(=O)NCC(C)C)C2)n1 (stereo not given)	6%	4%	3.3	2.1	8.2	i	-2	-3.5	1229	0.53	1391	-2	781	1.1	i	4
Cc1ccc(CS(=O)(=O)CCC(=O)NCc2ccc3c(c2)OCO3)cc1	6%	4%	1.5	2.2	4.2	i	7	0.8	1241	-0.2	1660	nt	nt	1.1	i	8

Reformatted: 2 of the compounds above.
SMILES | human PMI inhibition | human PMI inhibitors | MT stabilizer | MT stabilizer Hoechst-high % | MT stabilizer cytotoxicity % | Autophagy HCS | Autophagy HCS cell loss 18 h | bCat nuc transl | bCat nuc transl cell count 5 µM | Ins promoter up | Ins promoter up cell count | Hep lipid drop | Hep lipid drop cells 6.5 µM | TNAP activation fold | T cell HTS | T cell HTS vesicle-bound %
COc1cc(C)nc(N2CCCC(C(=O)NCC(C)C)C2)n1 (stereo not given) | 6% | 4% | 3.3 | 2.1 | 8.2 | i | -2 | -3.5 | 1229 | 0.53 | 1391 | -2 | 781 | 1.1 | i | 4
Cc1ccc2c(CC(=O)Nc3ccc(N4CCN(C)CC4)cc3C)coc2c1 | -3% | 9% | 2.9 | 2.0 | 6.8 | i | 1 | -1.0 | 920 | -2.7 | 879 | nt | nt | 1 | i | 31

The listing continues:
SMILES	human PMI inhibition	human PMI inhibitors	MT stabilizer	MT stabilizer Hoechst-high %	MT stabilizer cytotoxicity %	Autophagy HCS	Autophagy HCS cell loss 18 h	bCat nuc transl	bCat nuc transl cell count 5 µM	Ins promoter up	Ins promoter up cell count	Hep lipid drop	Hep lipid drop cells 6.5 µM	TNAP activation fold	T cell HTS	T cell HTS vesicle-bound %
Oc1ccc(Cl)cc1/C=N/c1nccs1	7%	12%	1.6	1.9	6.7	i	-2	0.2	1224	0.32	1052	nt	nt	1.1	nt	nt
Cc1cc(C(=O)O)c(=O)[nH]c1C	2%	5%	3.9	3.0	7.0	i	13	0.1	1336	-0.25	1598	nt	nt	1.2	i	38
O=C(OCc1cnc(Cl)s1)c1cccc(Cl)c1Cl	20%	21%	1.0	1.5	5.1	i	-26	0.7	1019	0.21	1850	11	637	1	i	35
COc1cc(OC)cc(C(=O)NCC(=O)OC2CCOC2=O)c1 (stereo not given)	-11%	-4%	3.0	1.7	5.9	i	5	0.2	1369	-0.52	1591	nt	nt	1	i	36
CCC1=C(OC(=O)N(CC)CC)N2C(=O)OC(=NCC(=O)OC)[C@]2(Cc2ccccc2)[C@H]2C1=CC[C@H]1C(=O)N(C)C(=O)[C@H]12	nt	nt	nt	nt	nt	nt	nt	-1.2	1360	1	717	7	685	nt	i	41
CCCSc1nc2ccsc2c(=O)n1CC	-5%	-6%	3.9	2.1	7.0	i	33	-1.1	1112	-0.65	1273	-1	643	1.1	i	47
C=CCOc1c(Br)cc(/C=C2/NC(=S)N(C(C)=O)C2=O)cc1OC	2%	7%	1.8	2.4	10	i	11	0.6	1059	nt	nt	19	710	1.1	i	61
c1ccc(Cn2cc(CNc3ccccc3)nn2)cc1	nt	nt	nt	nt	nt	nt	nt	1.3	1269	-0.29	1030	23	748	nt	i	24
Cc1ccc(/C=C2\SC(=S)N(Cc3ccccc3)C2=O)o1	18%	23%	2.1	1.4	7.9	i	31	-1.3	1451	0.13	1498	nt	nt	1	i	50
CN(C(=O)c1ccco1)c1nc(CC(=O)Nc2ccccc2)cs1	3%	4%	3.8	2.1	2.4	i	-6	0.3	1157	nt	nt	-3	696	1	i	28
C/C(=C\c1ccccc1)C(=O)n1nnc2ccccc21	18%	13%	2.0	1.7	7.9	i	15	nt	nt	nt	nt	nt	nt	1.1	i	29
COC(=O)c1c(NC(=O)CSc2nnnn2-c2ccccc2)sc2c1CCCC2	0%	4%	1.5	1.5	5.4	i	0	-1.7	1231	0.86	1104	nt	nt	1.1	i	32
Cc1cc(NC(=O)CSc2nnc(Cc3ccccc3)o2)no1	1%	-6%	4.4	2.6	3.6	i	0	-0.6	1071	-0.09	1194	2	761	1.1	i	24

Screens as filed in PubChem BioAssay.
